# Nrf2 ARE act = qHTS of Nrf2 Activators; AID 624171, 2012; AREc32 ARE-luciferase reporter (MCF7-derived line), luminescence, 24 h; hit rate 0.31% among 410,000; Potency, µM (series often up to 46.1 µM), inactives show at the highest dose activation, actives largely listed as activators; note: potency is the fitted concentration of half-maximal effect; % of control where 0% means no effect; nearly all actives have a fitted effect of over 65% in size
#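 Cells of the AREc32 ARE-luciferase line are plated in OPTI-MEM containing 5% FBS and left overnight at 37 deg C. Compounds are pinned in, incubation continues 24 hr, and firefly luciferase signal is then measured.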
# Nrf2 inh = Nrf2 qHTS screen for inhibitors | A549 ARE-Fluc reporter, luciferase luminescence, 18-24 h | Potency, µM (top dose mostly 46 µM), inactives show at the highest dose activity change, negative = inhibition, most hits filed as inhibitors | hit rate 2.1% among 360,000 | AID 504444, 2011; note: potency is the fitted concentration of half-maximal effect; % is set by controls: 0 for no effect and ±100 for the full control effect; nearly all actives have a fitted effect of over 60% in size
#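 Cells were seeded and rested 2 h, then exposed to compounds for 18-24 h. CellTiter-Fluor was read first as a viability measure. BugLite was added 15 min before the final luminescent read of ARE-luciferase activity in A549 cells.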
# ATXN2 expr inh = Primary qHTS for Inhibitors of ATXN expression; hit rate 0.72% among 360,000; AID 1745845, 2022; Potency, µM (doses to about 57 µM), without a hit: at the highest dose activity change, negative = inhibition, usual class: inhibitors; HEK-293 ATXN2-luciferase reporter, luminescence, 24 h; note: potency is the fitted concentration of half-maximal effect; % is set by controls: 0 for no effect and ±100 for the full control effect; nearly all actives have a fitted effect of over 55% in size
#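 qHTS (up to 57 uM final) was run with 24 h compound exposure of reporter cells at 37 °C. Each well was multiplexed: SteadyGlo luminescence measured ATXN2-luciferase expression after a fluorogenic Gly-Phe-AFC viability readout (25 uM final).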
# TGFb SMAD3 inh = qHTS for Inhibitors of TGF-b; HepG2 CAGA-GFP TGF-b/SMAD3 reporter, GFP fluorescence, 18 h; TGF-beta stimulated, 500 pg/mL final; Potency, µM (doses to about 46.1 µM), without a hit: at the highest dose activity, negative = inhibition, usual class: inhibitors; hit rate 1.2% among 410,000; AID 588855, 2011; note: potency is the fitted concentration of half-maximal effect; % is set by controls: 0 for no effect and ±100 for the full control effect; nearly all actives have a fitted effect of over 65% in size
#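 Inhibition was scored as loss of TGF-beta-induced (500 pg/mL final, 18 hours, 37 degrees C) GFP in HEPG2 cells carrying a CAGA-GFP reporter, in DMEM with 1% FBS. Well GFP was summed per cell; Activity was normalised to unstimulated and stimulated DMSO wells, then concentration-response fitting.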
# A549 viability = Nrf2 qHTS screen for inhibitors: counterscreen for cytotoxicity. hit rate 0.16% among 390,000. Potency, µM (highest dose often 46 µM), for inactives: top-dose activity change, negative = cytotoxicity, most hits filed as inhibitors. A549 ARE-Fluc cells, CellTiter-Fluor viability, 18-24 h. AID 504648, 2011; note: potency is the fitted concentration of half-maximal effect; % is set by controls: 0 for no effect and ±100 for the full control effect
#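 A549 ARE-Fluc cells in 5% FBS OPTI-MEM, 5000 cells/well, rested 2 h then exposed to compounds in concentration-response for 18-24 h at 37 °C. Viability by CellTiter-Fluor fluorescence (Ex 405/Em 525) after 30 min; luciferase luminescence (BugLite, 15 min, RT) read afterwards.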
# IL2 activator = qHTS of IL-2 Activators. IL-2 activation reporter assay, cell-based qHTS; stimulated with anti-CD3/CD4/CD28 beads; in transgenic mouse T cells. activation, % (series mostly up to about 46 µM). hit rate 0.065% among 360,000; in the data active = activation above about 50%; inconclusive = mostly about 30% to 49%; note: 0% is about no effect
#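 Unstimulated transgenic mouse T cells, 750 per well, received compound and, after 60 minutes, anti-CD3/anti-CD4 bead plus anti-CD28 stimulation. EGFP and DsRed were quantified after 18 hours.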
# HepG2 viability = qHTS for Inhibitors of TGF-b: Cytotox Counterscreen; HepG2 CAGA-GFP viability, ATP luminescence, 18 h; hit rate 0.76% among 410,000; Potency, µM (doses to about 46.1 µM), for the others: at the top dose activity change, negative = cytotoxicity, most hits filed as cytotoxic; AID 588856, 2011; note: potency is the fitted concentration of half-maximal effect; some results filed as inactive show a strong effect at the top dose
#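 HepG2 CAGA-GFP cells (1000/well, DMEM with 1% FBS) received compound, then TGF-beta at 500 pg/mL final, and were incubated 18 hours at 37 degrees C. Viability was read by CellTiter-Glo luminescence. Media-only wells were set as complete cell-killing and DMSO as no toxicity.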
# S2 tox = Viability Counterscreen for Primary qHTS for Inhibitors of ATXN expression. S2 cells (HEK-293 line with an ATXN2-luciferase reporter) viability, CellTiter-Fluor protease fluorescence, 24 h. Potency, µM (top dose mostly 56.7 µM), hits mostly cytotoxic. AID 651635, 2014. hit rate 0.49% among 400,000; note: potency is the fitted concentration of half-maximal effect; nearly all actives have a fitted effect of over 40% in size
# EPAC2 ag = qHTS for Agonist of cAMP-regulated guanine nucleotide exchange factor 4 (EPAC2): primary screen | Rap guanine nucleotide exchange factor 4 (Homo sapiens), Q8WZA2 | EPAC2 activation, biochemical qHTS; response scale: 100% = 6.5 mM cAMP response | Potency, µM (titrated, usually from 154 µM), for inactives: top-dose activation, actives largely listed as activators | hit rate 0.079% among 360,000 | AID 720711, 2013; note: potency is the fitted concentration of half-maximal effect; nearly all actives have a fitted effect of over 50% in size
# Target sequence (Q8WZA2 whole entry, looked up): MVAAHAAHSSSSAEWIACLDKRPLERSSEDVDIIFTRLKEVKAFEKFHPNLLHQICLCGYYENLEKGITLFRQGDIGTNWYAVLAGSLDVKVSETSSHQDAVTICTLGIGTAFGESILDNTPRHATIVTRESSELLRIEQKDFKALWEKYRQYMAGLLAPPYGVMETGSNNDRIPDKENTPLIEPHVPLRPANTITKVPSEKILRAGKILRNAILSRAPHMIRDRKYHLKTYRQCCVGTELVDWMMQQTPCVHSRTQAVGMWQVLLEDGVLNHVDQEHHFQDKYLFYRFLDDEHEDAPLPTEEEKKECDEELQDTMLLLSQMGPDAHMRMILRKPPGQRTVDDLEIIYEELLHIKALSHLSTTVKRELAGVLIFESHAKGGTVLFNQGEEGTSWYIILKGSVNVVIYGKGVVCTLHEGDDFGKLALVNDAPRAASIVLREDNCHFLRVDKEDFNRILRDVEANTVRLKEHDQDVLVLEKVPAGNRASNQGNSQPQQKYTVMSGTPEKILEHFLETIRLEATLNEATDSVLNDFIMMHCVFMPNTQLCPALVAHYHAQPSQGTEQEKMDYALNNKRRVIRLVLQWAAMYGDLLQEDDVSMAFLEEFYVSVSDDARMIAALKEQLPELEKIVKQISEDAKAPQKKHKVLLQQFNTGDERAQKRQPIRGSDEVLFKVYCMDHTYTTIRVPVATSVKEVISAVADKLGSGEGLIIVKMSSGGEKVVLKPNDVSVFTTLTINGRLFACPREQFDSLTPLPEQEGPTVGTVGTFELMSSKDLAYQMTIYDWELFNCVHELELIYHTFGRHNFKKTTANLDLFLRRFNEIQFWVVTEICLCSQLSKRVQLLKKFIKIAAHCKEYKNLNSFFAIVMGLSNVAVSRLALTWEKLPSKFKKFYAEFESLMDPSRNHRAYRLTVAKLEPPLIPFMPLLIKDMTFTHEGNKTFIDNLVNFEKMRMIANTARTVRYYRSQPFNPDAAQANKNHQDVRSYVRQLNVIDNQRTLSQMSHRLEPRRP
#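 Each well held 100 nM EPAC2, 250 nM RAP1B-BODIPY-GDP and 50 uM GDP. Fluorescence, read at 5-min intervals to 30 min, was referenced to a 6.5 mM cAMP positive control.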
# The depositor's hits bear a star; i = inactive; u = inconclusive; x = not tested or not shown; & = joins results of further samples; [ ] = dose if it differs, or a comment. Unless noted, calls come from the whole dose curve; as a rule, active = well fitted curve in the direction sought with a large enough effect; inconclusive = small, poorly fitted or top-dose-only effect, or another doubt; inactive = no such curve, though single readings can be large; an effect the other way counts as inactive or inconclusive.
canonical_smiles | Nrf2 ARE act | Nrf2 inh | ATXN2 expr inh | TGFb SMAD3 inh | A549 viability | IL2 activator | HepG2 viability | S2 tox | EPAC2 ag
COc1ccc(-c2cc(=Nc3ccc(C(=O)O)cc3)c3cc(C)ccc3o2)cc1 | 1.5% | u | 58%[activator] | 3% | -5% | 0.4 | 4% | i | 2%
COc1cccc(C2=Nn3c(nnc3-c3ccccc3O)SC2)c1 | 1.8% | -23%&0% | -2% | -5% | -12%&2% | 0.4 | -17% | i | 6%
COc1ccc(CN2CCNC(=O)C2CC(=O)N(C)Cc2nccn2C)cc1OC (centres undefined) | -1.1% | 1% | -7% | -3% | 0% | -2.4 | -1% | i | -7%
CC(C)Cc1nn2c(=O)cc(COC(=O)c3cccc(NC(=O)CCc4ccccc4)c3)nc2s1 | 0.0% | x | x | -9% | -9% | x | 8% | x | x
O=c1c2cnn(-c3ccccc3)c2nc(-c2cccs2)n1-c1ccc(Cl)cc1 | -0.5% | 3% | 5% | 4% | -4% | 0.2 | -25% | i | 9%
CC(C)(C)c1cc(CN(CCO)CCO)c(O)c(C(C)(C)C)c1 | 6.6% | u | 2% | u | 0% | -0.5 | -30% | i | -23%
Cc1nc(SCC(=O)N2CCOCC2)c2ccsc2n1 | 3.7% | x | 11% | -9% | 0% | -3.9 | 3% | i | 1%
COc1ccc(C(=O)CCc2ccccc2)c(O)c1 | 8.9% | -18% | 41%[activator] | -1% | -4% | -0.1 | -3% | i | 17%
Cc1ccc(NC(=O)C2(c3ccccc3)CC2(Cl)Cl)cc1C (centres undefined) | 6.3% | 8% | 40%[activator] | u | 10% | -0.1 | 4% | i | 14%
CCOC(=O)c1cc(NC(=O)Nc2ccc(Br)cc2)c(C)nc1C | 0.5% | 0% | x | -26% | 0% | -1.3 | -34% | i | -1%
CC(=O)c1ccc(NC(=S)N(CCCN(C)C)Cc2ccccc2)cc1 | 0.0% | 0% | -12% | 16% | -12% | 0.5 | -9% | i | 4%
COC(=O)c1ccccc1NC(=O)NCc1c(C)nn(C)c1C | -1.0% | -14% | 0% | 1% | 4% | 0.8 | -33% | i | 8%
COc1ccc(CC(=O)O/N=C(\N)c2ccccn2)cc1OC | 0.0% | 5% | 12% | -2% | 0% | -2.6 | 2% | i | 7%
COc1ccccc1Cn1nnc2c(=O)[nH]c(C3CCN(C(=O)c4ccccc4Cl)CC3)nc21 | -0.8% | -2% | -2% | 5% | -8% | -0.1 | -46% | i | 3%
COc1ccc(C2Nc3ccccc3C(=O)N2c2ccc(F)cc2)cc1COc1ccc(NC(C)=O)cc1 (centres undefined) | x | 26% | x | 18% | -5% | x | 2% | x | x
O=C(NCc1ccc(F)cc1)c1cc(C2CCCCN2S(=O)(=O)c2ccccc2)on1 (centres undefined) | 0.4%[9.22 µM] | x | 7% | -4% | x | 0.8 | -17% | i | 10%
CCN(CC)CCn1c(N)nc2ccccc21 | -0.1% | 10% | -2% | -7% | 1% | -2.9 | -2% | i | 0%
COc1ccc(NC(=O)CC2SC(N3CCCCC3)=NC2=O)cc1OC (centres undefined) | -0.6% | 2% | x | -16% | -1% | 0.1 | -22% | i | 0%
Cc1coc(=N)n1CC(=O)c1ccc(Cl)cc1 | -0.3% | u | -19%[11.3 µM] | 0% | 2% | 0.5 | 9% | i | 7%
CC(C)c1ccc(C2CC(=O)Nc3cc4c(cc32)OCCO4)cc1 (centres undefined) | -0.7% | u | u | u | -4% | x | -77% | u | x
COc1ccc(-c2sc3cc(OC)c(OC)cc3c2C#CC(C)(C)O)cc1 | 0.0% | -28% | 6% | -12% | 11% | -2.0 | -10% | i | 0%
CCC(C)c1ccccc1NC(=O)c1[nH]c(C)c(C(C)=O)c1C (centres undefined) | 0.7% | -5% | -6% | 3% | 0% | -0.6 | -8% | i | 12%
CN1CCN(C(=O)c2cc3nc(-c4ccc(F)cc4)cc(C(F)(F)F)n3n2)CC1 | -0.5% | x | -15% | 19% | -10% | -3.0 | 27% | i | 11%
COc1ccc(-c2c3c(nc4sc(C(=O)Nc5cc(C)on5)c(N)c24)CCC3)cc1 | -0.1% | u | -20% | 20% | -3% | 1.4 | -4% | i | 10%
COc1ccccc1CNC(=O)C(C)NS(=O)(=O)c1ccc(C)cc1 (centres undefined) | -0.2% | 0% | 1% | 19% | -1% | -1.8 | 5% | i | 7%
CC(C(=O)NC1CCCCC1)N1C(=O)c2cccc3cccc1c23 (centres undefined) | 0.1% | -11% | -20% | u | 8% | -4.6 | -12% | i | 7%
O=c1c2ccccc2ncn1CCCSc1ccccc1 | 4.2% | 23µM* | 8% | -19% | u | -2.4 | -34% | i | 6%
C=CCOc1ccc2nnc(C)n2n1 | -0.6% | 12% | x | 3% | 18% | -0.3 | -10% | i | 15%
Cc1ccc(Cl)cc1NC(=O)COC(=O)c1ccccc1O | -0.4% | 0% | 0% | 17% | -3% | -3.4 | -9% | i | 14%
CCCC(=O)Nc1nnc(-c2ccc(Cl)s2)o1 | 0.9% | 10% | -11% | -3% | 3% | -2.0 | -7% | i | -1%
COc1ccc(C(=O)Oc2cc(/C=N/NS(=O)(=O)c3ccc(C)cc3)ccc2OC)cc1 | 2.6% | 16µM* | -4% | 6% | -12% | -3.2 | 7% | i | 3%
CCOC(=O)c1cc(-c2ccccc2)n(CC(=O)Nc2ccc(OC)cc2)c1C | 0.3% | -8% | -2% | -18% | -9% | -0.3 | -1% | u | 1%
CCN(Cc1cnn(C)c1)Cc1nc(Cc2ccccc2Cl)no1 | 0.0% | 0% | -18% | -6% | 2% | -2.1 | -5% | u | 1%
Nc1nc(-c2ccccc2)c(CCCNc2ccccc2)c(=O)[nH]1 | 2.7% | -16% | -2% | -3% | 0% | 0.3 | -4% | i | 5%
CCN(CC)c1nc(N)c(C#N)c(CC#N)c1C#N | 4.1% | -14% | -10% | 5% | 0% | -0.1 | -11% | i | -2%
COc1cccc(OC)c1OCCCN1CCOCC1 | -1.4% | -15% | -16% | 2% | -10% | -0.4 | -16% | i | -5%
COc1ccccc1NC(=O)c1cc(=O)[nH]c2ccccc12 | 5.9% | 5% | 12% | -6% | -1% | 1.6 | 1% | u | 2%
C[C@H](CO)N1C[C@H](C)[C@@H](CN(C)Cc2ccc(C(=O)O)cc2)Oc2c(cccc2N(C)C)C1=O | -0.5% | 10% | 9% | -27% | -3% | 0.6 | -3% | i | 1%
COc1ccc(-c2nc3ccccc3c(=O)n2N)cc1 | 2.2% | 12% | 10% | -7% | -1% | 0.2 | -4% | i | 14%
O=C(CSc1nc2ccccc2o1)N/N=C/c1ccc(C(=O)O)cc1 | 0.0% | 4% | 3% | 5% | -4% | -1.5 | -6% | i | 1%
COc1ccccc1N1C(=O)CC(N(O)c2ccccc2)C1=O (centres undefined) | 8.1% | 3% | 8% | 30% | 2% | 2.3 | 11% | x | 13%
CC/C(C)=C1\SC(N2CCN(C(C)=O)CC2)=NC1=O | -1.7% | 6% | -7% | 10% | 3% | 1.0 | -30% | i | -84%[15.6 µM]
Cc1ccc(C(=O)O)cc1NC(=O)CCc1ccccc1 | 0.4% | 6% | -34% | -3% | 7% | -2.7 | 2% | i | 8%
O=S(=O)(c1ccc2ccccc2c1)n1cnc2ccccc21 | 1.5% | u | -4% | u | 2% | 0.1 | -6% | i | 13%
CC(=O)Nc1ccc(SCC(=O)O)cc1 | 0.0% | -7% | -10% | -1% | -3% | -0.5 | -8% | i | 11%
COCCCn1c(SCC(=O)Nc2nnc(C)s2)nnc1-c1ccoc1C | 0.2% | 8% | 2% | -3% | 2% | 2.5 | -11% | i | 1%
COc1cccc(-c2nnc(-c3ccccc3NC(=O)c3ccc(F)cc3F)o2)c1 | -0.3% | 2% | 5% | 16% | -2% | x | -2% | i | x
CC1CCc2c(C(=O)Nc3ccccn3)csc2C1 (centres undefined) | u | u | 45%[activator] | -6% | 1% | -1.1 | -42% | i | 10%
CC(=O)Nc1cc(S(=O)(=O)Nc2ccccc2C)c(C)cc1C | 0.4% | x | -5% | 6% | 10% | 0.2 | -28% | i | 0%

# Some of these compounds in order of their number in IL2 activator, falling:
Molecule | IL2 activator
C[C@H](CO)N1C[C@H](C)[C@@H](CN(C)Cc2ccc(C(=O)O)cc2)Oc2c(cccc2N(C)C)C1=O | 0.6
CC(=O)Nc1ccc(SCC(=O)O)cc1 | -0.5
CC1CCc2c(C(=O)Nc3ccccn3)csc2C1 (centres undefined) | -1.1

# A second format for part of the listing above.
structure: C[C@H](CO)N1C[C@H](C)[C@@H](CN(C)Cc2ccc(C(=O)O)cc2)Oc2c(cccc2N(C)C)C1=O
  Nrf2 ARE act: -0.5% | Nrf2 inh: 10% | ATXN2 expr inh: 9% | TGFb SMAD3 inh: -27% | A549 viability: -3% | IL2 activator: 0.6 | HepG2 viability: -3% | S2 tox: i | EPAC2 ag: 1%
structure: COc1ccc(-c2nc3ccccc3c(=O)n2N)cc1
  Nrf2 ARE act: 2.2% | Nrf2 inh: 12% | ATXN2 expr inh: 10% | TGFb SMAD3 inh: -7% | A549 viability: -1% | IL2 activator: 0.2 | HepG2 viability: -4% | S2 tox: i | EPAC2 ag: 14%
structure: O=C(CSc1nc2ccccc2o1)N/N=C/c1ccc(C(=O)O)cc1
  Nrf2 ARE act: 0.0% | Nrf2 inh: 4% | ATXN2 expr inh: 3% | TGFb SMAD3 inh: 5% | A549 viability: -4% | IL2 activator: -1.5 | HepG2 viability: -6% | S2 tox: i | EPAC2 ag: 1%

# Bioassay records as filed in PubChem.
